Bioassay records from PubChem BioAssay.
BAZ2B block – blocks human BAZ2B; Potency, µM (doses to about 114 µM), for inactives: top-dose activity change, negative = inhibition, most hits filed as inhibitors; actives 4.4% (n = 360,000); AlphaScreen BAZ2B-H3K14Ac peptide displacement; also: potency is read from the fitted curve at half-maximal effect; % is scaled to controls: 0 for no effect and ±100 for the full control effect; nearly all actives have a fitted effect of over 60% in size
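BAZ2B 50 nM plus b-H3(5-23)K14Ac 50 nM, PBS pH 7.4/0.01% Tween-20, 30 min RT; compound added (max 110 uM), 30 min RT; streptavidin donor/Ni-chelate acceptor beads 10 ug/mL final, 20 min dark; AlphaScreen read.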
Pin1 inh – human Pin1 inhibition | Q13526 | Pin1 FP peptide displacement, HiFluor488, 10 min | Potency, µM (top dose mostly 115 µM), for inactives: at the highest dose activity, negative = inhibition, hits mostly inhibitors | actives 0.009% (n = 390,000); active = well fitted inhibition curve with a large enough effect in the polarisation, with a control signal flat, not every such curve was filed as active; inconclusive = small, poorly fitted or top-dose-only effect, or effect the other way, or a change in a side signal; inactive = no such curve, though single readings can be large or run the other way; the % refers to the polarisation; also: potency is read from the fitted curve at half-maximal effect; % is scaled to controls: 0 for no effect and ±100 for the full control effect
Target sequence (Q13526 whole entry, looked up): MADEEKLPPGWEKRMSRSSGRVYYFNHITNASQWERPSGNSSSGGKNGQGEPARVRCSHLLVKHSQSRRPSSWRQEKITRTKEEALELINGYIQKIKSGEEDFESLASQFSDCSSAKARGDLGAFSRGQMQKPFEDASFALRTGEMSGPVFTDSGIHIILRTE
GLS inhibitor – inhibitors of human glutaminase (GLS) | GLS enzymatic activity, qHTS titration | actives 0.21% (n = 410,000) | Potency, µM (doses to about 45.5 µM), without a hit: at the highest dose activity change, negative = inhibition, hits mostly inhibitors | O94925; also: potency is read from the fitted curve at half-maximal effect; % is scaled to controls: 0 for no effect and ±100 for the full control effect
Target sequence (O94925 whole entry, looked up): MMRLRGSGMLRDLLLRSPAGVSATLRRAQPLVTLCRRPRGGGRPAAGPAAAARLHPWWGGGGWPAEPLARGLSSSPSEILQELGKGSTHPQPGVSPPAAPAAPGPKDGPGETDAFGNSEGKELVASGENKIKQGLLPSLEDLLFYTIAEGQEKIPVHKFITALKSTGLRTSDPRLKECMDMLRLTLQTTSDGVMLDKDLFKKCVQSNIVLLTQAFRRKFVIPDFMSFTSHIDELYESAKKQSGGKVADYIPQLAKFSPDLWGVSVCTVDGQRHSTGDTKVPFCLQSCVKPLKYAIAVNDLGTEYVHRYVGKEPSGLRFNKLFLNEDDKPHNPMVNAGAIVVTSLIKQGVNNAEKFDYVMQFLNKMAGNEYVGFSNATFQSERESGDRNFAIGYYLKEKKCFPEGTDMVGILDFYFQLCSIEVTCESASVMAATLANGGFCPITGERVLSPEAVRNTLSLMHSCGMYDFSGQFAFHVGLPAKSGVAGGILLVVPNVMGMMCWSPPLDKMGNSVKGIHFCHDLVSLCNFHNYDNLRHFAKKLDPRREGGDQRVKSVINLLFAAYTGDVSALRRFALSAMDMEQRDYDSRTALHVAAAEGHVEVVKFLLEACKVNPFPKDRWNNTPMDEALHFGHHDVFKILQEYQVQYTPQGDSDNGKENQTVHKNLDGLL
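Assay buffer: 45 mM KH2PO4 pH 8.2, 0.02% Tween-20. hKGA acts on L-glutamine (1 mM solution added); product glutamate is reported by an oxidase/peroxidase Amplex Red coupling, with fluorescence taken at baseline and 30 min.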
G9a inh – inhibitors of human histone lysine methyltransferase G9a; G9a H3K9 monomethylation, AlphaScreen, 2 h; Potency, µM (doses to about 102 µM), for inactives: top-dose activity, negative = inhibition, actives largely listed as inhibitors; actives 8.8% (n = 350,000); also: potency is read from the fitted curve at half-maximal effect; % is scaled to controls: 0 for no effect and ±100 for the full control effect; nearly all actives have a fitted effect of over 75% in size
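G9a (20 nM) was preincubated 15 min with compound, then reacted 2 h at room temperature with 500 nM biotin-H3K9 peptide and 20 µM SAM. Monomethyl-H3K9 detected by AlphaScreen using anti-H3K9me1 antibody.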
PI4K2A inh – PI4K2A (human) kinase inhibition; Q9BTU6; purified PI4K2A, ADP-Glo luminescence, 1 h; hits give low values; activity change, negative = inhibition, % at 76.9 µM; actives 0.13% (n = 420,000); in the data active = activity change below about -50%; inconclusive = mostly about -30% to -49%;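 also: -100% = wells without enzyme as full effect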
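PI4K2A activity was measured by ADP-Glo luminescence: enzyme (4 ug/mL stock) and phosphatidylinositol (1.2 mM stock) in Tris pH 7.5/MgCl2/EGTA/Triton X-100 buffer were reacted with ATP (300 microM stock) for one hour at ambient temperature.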
HP1b binding inh – blocks HP1-beta chromodomain binding to methylated histone tails; Potency, µM (series often up to 114 µM), inactives show top-dose activity change, negative = inhibition, hits mostly inhibitors; P83916; AlphaScreen HP1-beta / biotin-H3K9me3 peptide binding; actives 0.56% (n = 390,000); AID 540317; also: potency is read from the fitted curve at half-maximal effect; nearly all actives have a fitted effect of over 70% in size; inactives centre near 23
Target sequence (P83916 whole entry, looked up): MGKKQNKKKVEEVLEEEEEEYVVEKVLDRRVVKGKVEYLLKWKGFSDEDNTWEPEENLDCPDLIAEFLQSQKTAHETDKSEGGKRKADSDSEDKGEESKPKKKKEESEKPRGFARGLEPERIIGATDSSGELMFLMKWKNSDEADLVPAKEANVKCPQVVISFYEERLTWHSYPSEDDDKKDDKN
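AlphaScreen: HP1-beta (50 nM) preformed 30 min with biotin-H3(1-18)K9me3 peptide (50 nM) in PBS pH 7.4, 0.01% Tween-20. Compound added for 30 min at RT, then streptavidin donor/nickel chelate acceptor beads (10 ug/mL) for 30 min.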
JMJD2A Tudor – JMJD2A Tudor domain (human) inhibition. AlphaScreen JMJD2A-Tudor / H3K4me3 peptide binding. Potency, µM (titrated, usually from 114 µM), for the others: at the highest dose activity change, negative = inhibition, actives largely listed as inhibitors. AID 504339. actives 4.4% (n = 390,000); also: potency is read from the fitted curve at half-maximal effect; % is scaled to controls: 0 for no effect and ±100 for the full control effect; nearly all actives have a fitted effect of over 50% in size
ERG Ets-DNA blk – ERG Ets/DNA interaction inhibition. fluorescence polarization, His-ERG Ets domain / labelled DNA. Potency, µM (series often up to 76.9 µM), for the others: top-dose FP activity, negative = inhibition, hits mostly inhibitors. actives 0.028% (n = 370,000); active = well fitted inhibition curve with a large enough effect in the polarisation, with a control signal flat; inconclusive = small, poorly fitted or top-dose-only effect, or effect the other way, or a change in a side signal; inactive = no such curve, though single readings can be large or run the other way; the % refers to the polarisation;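 also: polarization taken with two DNA probes labelled with fluorescein and Texas red; potency is read from the fitted curve at half-maximal effect; % of control where 0% means no effect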
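His-tagged ERG Ets domain (1 uM in the protein solution; 300mM KCl, 50mM Tris-HCl, 1mM EDTA, 1mM DTT, pH 7.5) received compound, then a probe mix of 5 nM fluorescein-DNA and 100nM Texas-615-DNA. Fluorescence polarization was read for both dyes.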
PGK inhibitor – inhibitors of T. brucei phosphoglycerate kinase; P07378; PGK/GAPDH coupled, Kinase-Glo luminescence, 60 min; actives 0.043% (n = 380,000); AID 602233; Potency, µM (highest dose often 57.5 µM), for inactives: top-dose activity change, negative = inhibition, most hits filed as inhibitors; also: potency is read from the fitted curve at half-maximal effect; % is scaled to controls: 0 for no effect and ±100 for the full control effect; nearly all actives have a fitted effect of over 60% in size
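Luminescent ATP detection (Kinase-Glo Plus) follows a 60-minute room-temperature incubation, with wells lacking PGK as controls. Buffer: 100 mM TEA (pH 7.6), 5 mM MgCl2, 0.01% Tween-20. Coupling enzyme GAPDH (100 nM final) supplies unstable 1,3-BPG in-well.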
Active calls of the source: *; i = inactive; u = inconclusive; x = no result given; & = joins results of further samples; [ ] = dose if it differs, or a comment. Unless noted, calls follow the shape of the dose curve; as a rule, active = well fitted curve in the direction sought with a large enough effect; inconclusive = small, poorly fitted or top-dose-only effect, or another doubt; inactive = no such curve, though single readings can be large; an effect the other way counts as inactive or inconclusive. Compounds as they come, and some 11% of all compounds hit somewhere here.

SMILES | BAZ2B block | Pin1 inh | GLS inhibitor | G9a inh | PI4K2A inh | HP1b binding inh | JMJD2A Tudor | ERG Ets-DNA blk | PGK inhibitor
O=C(NC(=S)NC1CCCCCC1)c1cncc(Br)c1 | -9% | 0% | 10% | -5%[59 µM] | 2 | -8% | u | 3% | 0%
COC(=O)CCN(C(=O)c1ccc2c(c1)OCO2)c1ccccn1 | 3% | 0% | -4% | 8%[12.7 µM] | -2 | 4% | -6%[57.1 µM] | 1% | 0%
O=C(COc1ccccc1)Nc1nccs1 | 9% | 2% | -2% | u | -16 | 26% | -10% | x | -21%
Cc1ccc(NC(=O)CC2SC3=NCCCN3C2=O)c(C)c1 (stereo not drawn) | 2% | x | -7% | 0.71µM* | 1 | 4% | 20%[11.4 µM] | -6% | i
O=C([O-])c1ccccc1-[n+]1c(-c2ccccc2)cc(-c2ccccc2)cc1-c1ccccc1 | -2% | 23% | 4% | 9%[2.33 µM] | 6 | 27% | -8% | 4% | -9%
Cc1occc1-c1nnc(SCC(=O)N(C)CCC#N)n1N | 6% | -2% | -1% | u | 5 | 19% | -6% | -4% | -4%
Nn1c(SCCOc2ccc(Cl)cc2)nnc1-c1cccnc1 | -4% | 15% | 0% | u | 0 | 3% | -26% | -9% | i
CCN(C(=O)COC(=O)c1ccccc1Oc1ccccc1)c1c(N)n(Cc2ccccc2)c(=O)[nH]c1=O | x | -3% | 13% | x | 1 | 17% | 4% | 10% | -7%
O=C(NCCc1cccs1)C1CCC(=O)N(CCc2cccc(F)c2)C1 (stereo not drawn) | -2% | 0% | -1% | x | 6 | 43%[activator] | -15% | 3% | -8%
CCOc1ccc(S(=O)(=O)NCc2ccncc2)cc1 | -13% | -5% | 4% | 8%[12.7 µM] | -2 | 37% | 12% | -1% | -5%
COc1ccc(C(=O)Nc2ccc(O)c3c(=O)cc(-c4cccc(Cl)c4)oc23)cc1 | 0% | 0% | 5% | 0%[12.7 µM] | 6 | 21% | -21% | 10% | -6%
O=C(NNC(=O)c1ccccc1[N+](=O)[O-])Nc1ccc(Cl)cc1 | -13% | -6% | 21% | -3% | 1 | 6% | -12% | 0% | -10%
COc1ccc2c(CC(=O)NC3CCCc4ccccc43)coc2c1 (stereo not drawn) | 1% | 6% | 5% | u | 2 | -5% | -20% | 0% | -7%
Cc1ccc(OCCC(=O)NNC(=O)c2nn(C)c(=O)c3ccccc23)cc1 | 3% | -3% | 10% | -2%[12.7 µM] | 5 | 25% | -7% | -15% | 2%
O=C1SC(SC(=Nc2ccccc2)Nc2ccccc2)C(=O)N1c1ccccc1 (stereo not drawn) | u | 1%&6% | -1%&-3% | 45µM* | -10&-5 | u | u | 1%&1% | 6%
COc1cc(C(=O)NCCNC(=O)c2ccco2)cc(OC)c1OC | x | u | 9% | x | -1 | u | u | -2% | -10%
COC(=O)c1ccc(N(CC(=O)NC2CCCCC2)C(=O)CNC(=O)c2ccco2)cc1 | 2% | 1% | 18% | 13% | 4 | -1% | -9% | -7% | 5%
CC(=O)Oc1ccc(-c2csc(Nc3cccnc3)n2)cc1 | -4% | 1% | -5% | 7%[59 µM] | 0 | 16% | -10%[57.1 µM] | 2% | -5%
COC(=O)[C@@]12CCCCN1[C@H](c1ccc(-c3cccc(Cl)c3)cc1)[C@H]1C(=O)N(C)C(=O)[C@H]12 | 4% | 21% | 1% | -10%[2.33 µM] | 5 | 23% | -17% | 1% | -9%
Cc1ccc(NC(=O)CS(=O)(=O)c2c[nH]c3ccccc23)c(C)c1 | 7% | -1% | -20% | 13%[59 µM] | -4 | 31% | -3% | -8% | i
COC(=O)c1cc(NC(=O)c2nn(C)c3c2CSc2ccccc2-3)cc(C(=O)OC)c1 | -1% | 6% | -8% | -31%[59 µM] | 11 | 18% | -13% | 0% | -9%
O=S(=O)(c1cccc(F)c1)N1CCN(C(=S)NCc2ccccc2)CC1 | -13% | -4% | -18% | 0% | 2 | 34% | -2% | -2% | -20%
Cc1ccc(S(=O)(=O)CCC(=O)Nc2cccc(C)c2)cc1 | 11% | -3% | -10% | -10%[59 µM] | -3 | 39%[activator] | -1% | x | i
Cc1ccc(C)c(NS(=O)(=O)c2ccc3oc(=O)c4ncn(C)c4c3c2)c1 | -12% | 9% | -15% | -15%[59 µM] | 1 | -6% | -12% | -3% | i
O=C(/C=C/c1cccc(Br)c1)Nc1nn[nH]n1 | 3% | x | 3% | -2% | -7 | -3% | u | -3% | -1%
CCN(C(=O)COC(=O)c1cc(NS(=O)(=O)c2ccc(Cl)c([N+](=O)[O-])c2)ccc1O)C1CCCCC1 | u | -6% | -6% | u | 0 | u | -31% | 11% | -11%
Cc1nnc(SCC(=O)Nc2nsc(-c3ccccc3)n2)s1 | 6% | -2% | 1% | 6%[59 µM] | -1 | 32%[activator] | -9% | -17% | -11%
CCOCCCNS(=O)(=O)c1cc2[nH]c3c(c2cc1C)C(=O)CC(C)(C)C3 | 7% | -5% | 5% | -2% | -1 | -6% | -13% | -2% | -8%
COc1ccc2c(-c3ccc(S(N)(=O)=O)cc3)c(-c3ccc(S(C)(=O)=O)cc3)sc2c1 | x | 17% | 1% | x | 5 | 47% | 1% | -26% | -1%
Cc1ccc(C)c(NC(=O)CN(C)C(=O)C2CCN(S(=O)(=O)c3ccc4c(c3)OCCO4)CC2)c1 | 5% | -4% | -7% | -2%[12.7 µM] | 2 | 16% | -5% | 9% | -2%
CCn1cnc2c1c(=O)n(Cc1nnc3n1-c1ccccc1SC3)c(=O)n2Cc1ccccc1 | -4% | 4% | 2% | -27%[12.7 µM] | 2 | 1% | -17% | -1% | -1%
CCN1CCc2c(OCC(=O)N3CCCCC3)cccc2C1=O | 0% | -5% | 2% | 6% | -22 | 29% | -10% | -3% | i
COc1ccc(C2CC(c3cccs3)=NN2C(=O)CSc2nc(=O)n3cc(C)ccc3n2)cc1 (stereo not drawn) | -28% | u | u | u | 3 | 20% | -16% | 9% | 4%
O=C(Cc1ccsc1)NNC(=O)c1ccccc1Cl | 5% | -1% | 0% | -3% | -2 | 10% | -10% | -1% | 1%
O=C1CN(C(=O)COC(=O)c2ccc(N3CCCCCC3)c([N+](=O)[O-])c2)c2ccccc2N1 | u | -1% | 9% | 40µM* | -5 | u | u | 12% | i
O=C1CCc2cc(S(=O)(=O)NCc3ccc(F)cc3)cc3c2N1CCC3 | 34%[activator] | -7% | 5% | u | 0 | 3% | -6% | -6% | 1%
COc1cccc(NC(=S)N2CCN(C)CC2)c1 | -7% | -4% | 20% | 5% | 7 | 26% | -12% | -6% | -2%
Cc1ccc2c(nc3s/c(=C/c4cccs4)c(=O)n32)c1C | x | 46%[activator] | 8% | 7.9µM* | -13 | -13% | u | 1% | -4%
CC(=O)Oc1c(Cl)c(N2CCOCC2)c(OC(C)=O)c2ccccc12 | -4% | -2% | 2% | 15%[59 µM] | 2 | 27% | -29% | -14% | 1%
CCc1nnc(NC(=O)CCC(=O)N2CCCC(O)C2)s1 (stereo not drawn) | 6% | u | 0% | -13% | 8 | 23% | -6% | 12% | -10%
O=C(C1CCN(S(=O)(=O)c2cccc3nsnc23)CC1)N1CCCc2ccccc21 | u | -13% | 9% | 5% | 2 | 14% | -16% | -11% | -2%
COc1ccc(CNC(=O)Cn2cc(C(F)(F)F)ccc2=O)cc1OC | 2% | -7% | 0% | 5% | 7 | 41%[activator] | -2% | -18% | -3%
O=C(NCCS(=O)(=O)N1CCN(c2ccc(F)cc2)CC1)C(c1ccccc1)c1ccccc1 | 0% | -9% | 7% | 10%[59 µM] | 0 | 8%[57 µM] | -12% | 0% | i
CNc1csc(C)c(C)c1=O | u | -10% | -5% | u | 1 | 10% | -5% | x | x
CCOC(=O)CNC(=O)c1cnn2cccnc12 | 4% | 2% | 0% | u | -12 | 21% | 6% | -3% | 4%
CCOC(=O)c1c(Oc2ccc(OC)cc2)nnc(-c2ccccc2)c1-c1ccccc1 | -13% | 46%[activator] | -2% | -19%[59 µM] | -1 | 39% | -19% | 1% | 0%
O=C(COC(=O)Cc1ccccc1F)Nc1ccc2c(c1)OCCO2 | -24% | 2% | 7% | 13% | -1 | 18% | -15% | x | -12%
COc1cc(OC)c(OC)cc1CNC(=O)c1ccc(COc2ccccc2)cc1 | -5% | u | -4% | 3% | -2 | 21% | -34% | 2% | 1%

3 structures from above, sorted by heavy-atom count, rising.
SMILES | BAZ2B block | Pin1 inh | GLS inhibitor | G9a inh | PI4K2A inh | HP1b binding inh | JMJD2A Tudor | ERG Ets-DNA blk | PGK inhibitor
O=C(COC(=O)Cc1ccccc1F)Nc1ccc2c(c1)OCCO2 | -24% | 2% | 7% | 13% | -1 | 18% | -15% | x | -12%
COc1cc(OC)c(OC)cc1CNC(=O)c1ccc(COc2ccccc2)cc1 | -5% | u | -4% | 3% | -2 | 21% | -34% | 2% | 1%
O=C(NCCS(=O)(=O)N1CCN(c2ccc(F)cc2)CC1)C(c1ccccc1)c1ccccc1 | 0% | -9% | 7% | 10%[59 µM] | 0 | 8%[57 µM] | -12% | 0% | i
